Source: PubChem BioAssay
Xi reactivation = reactivates the inactive X chromosome in mouse fibroblasts. XiGFP mouse fibroblasts, % GFP-positive cells imaging, 3 d; cells co-treated with 5-aza-dC sensitizer; scaled so ellipticine positive control = 100%. activation, % at 7.58 µM. 360,000 compounds, 0.055% hits. AID 743238;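 active = mean normalized replicate activation at least 10% and every replicate at or above 10%; inconclusive = only one of the two criteria met; inactive = mean below 10% and not all replicates reach 10%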;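 note: 0% = median of on-plate neutral control wells and 100% = ellipticine 6 µM median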
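Schedule: 3 d treatment, 15 min room-temperature fixation; system: 68-5-11 XiGFP fibroblast line; buffer or medium: DMEM plus 5-aza-dC sensitizer; control set: ellipticine 6 µM positive control; compound: one concentration, pinned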
RAD52 anneal inh = RAD52 (human) annealing inhibition; recombinant RAD52 DNA annealing, FRET fluorescence; inhibition, % at 18.7 µM; 360,000 compounds, 0.46% hits;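 active = every replicate showing at least 50% inhibition; inconclusive = mean inhibition at least 50% but not in every replicate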
E-sel inducer = E-selectin induction on HUVECs; activation, % at 7.58 µM; AID 686992; P16581; HUVEC E-selectin immunofluorescence imaging; normalized: neutral wells 0, TNF-alpha wells 100; 260,000 compounds, 0.37% hits;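 active = mean E-selectin-positive cell signal at least 10% of the positive control, reached in at least 60% of replicates, without over 20% cell loss; inconclusive = no rule given, readout overlaps actives, possibly toxicity-flagged; inactive = the rest, including those meeting only one limit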;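 note: in these data hits start at about 27%; measured in HUVEC primary endothelial cells; signal is the percent of cells scored E-selectin positive by PE staining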
Target sequence (P16581 whole entry, looked up): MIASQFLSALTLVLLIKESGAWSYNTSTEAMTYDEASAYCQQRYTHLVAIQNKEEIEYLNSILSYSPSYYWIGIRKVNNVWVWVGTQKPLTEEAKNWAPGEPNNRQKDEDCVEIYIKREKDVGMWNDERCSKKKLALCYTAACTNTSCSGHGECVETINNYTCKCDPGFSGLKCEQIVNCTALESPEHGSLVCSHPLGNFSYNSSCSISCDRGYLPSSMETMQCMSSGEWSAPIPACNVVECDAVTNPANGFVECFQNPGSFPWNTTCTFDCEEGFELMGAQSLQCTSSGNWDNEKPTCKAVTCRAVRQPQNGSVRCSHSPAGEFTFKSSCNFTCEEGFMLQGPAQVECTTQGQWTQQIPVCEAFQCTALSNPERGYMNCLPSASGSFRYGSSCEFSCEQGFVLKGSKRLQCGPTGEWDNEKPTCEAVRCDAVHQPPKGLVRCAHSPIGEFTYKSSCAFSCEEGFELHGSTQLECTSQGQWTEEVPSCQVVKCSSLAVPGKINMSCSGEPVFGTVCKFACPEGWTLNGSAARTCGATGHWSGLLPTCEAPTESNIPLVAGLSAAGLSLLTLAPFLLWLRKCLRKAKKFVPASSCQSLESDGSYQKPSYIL
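System: HUVEC / Compound: single concentration / Signal: immunofluorescence imaging / Read-out: percent E-selectin-positive cells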
DENV2 CPE = protects cells from dengue virus 2 cytopathic effect | AID 651640 | 350,000 compounds, 1.7% hits | DENV2-infected cells, cytopathic effect rescue, plate reader | CPE inhibition, % at 9.99 µM; in the data active = CPE inhibition above about 20%, passing the limit was not always enough; inconclusive = no clear call, values can overlap the other calls; tested in BHK-21 cells;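 note: 0% = median of neutral control wells and 100% = median of positive control wells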
F508del corr = correctors of CFTR F508del function in bronchial epithelial cells; AID 720511; CFBE cells, YFP halide quenching; stimulated with forskolin plus potentiator P3; % fluorescence drop versus neutral controls; activity (quench increase), % at 7.58 µM; 350,000 compounds, 0.36% hits;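 active = mean added fluorescence quench of at least 8% versus neutral control, with both replicates also reaching 8%; inconclusive = only one of the mean or replicate conditions met; inactive = mean below 8% and not both replicates reaching 8%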;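 note: cells transiently co-express mutant CFTR-F508del with the halide-sensitive YFP; corrector assay measuring rescue of mutant channel to the surface after 24 h compound exposure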
INS-1E GSIS act = GLuc luminescence reporter in INS-1E cells, primary screen for activators of glucose-dependent secretion of insulin; 370,000 compounds, 0.61% hits; activation, % at 16.6 µM; AID 743287; INS-1E GLuc reporter insulin secretion, 2-3 h;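 active = lowest replicate activation of at least 40%, so every replicate reaches that level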;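 note: 0% = median of neutral control wells and 100% = median of IBMX positive control wells; some compounds called inactive have numbers as strong as hits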
RAD54 branch = RAD54 (human) branch migration inhibition; 360,000 compounds, 0.14% hits; Q92698; inhibition, % at 10.4 µM; RAD54 Holliday junction branch migration, FAM/BHQ fluorescence;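 active = mean normalized replicate activity at least 40 and at least half of replicates scoring 40 or more; inconclusive = only one of the two criteria met; inactive = mean below 40 and under half of replicates reaching 40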;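 note: 0% = median of neutral control wells and 100% = median of positive control wells; inhibitors cause a drop in the FAM fluorescence signal; in these data hits start at about 50%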
CASP6 VEID inh = inhibitors of human caspase-6 | purified caspase-6, Z-VEID-R110 cleavage fluorescence | inhibition, % at 12.5 µM | 350,000 compounds, 0.53% hits;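 active = mean inhibition across replicates at least about 35%, with every replicate also reaching that limit, limit read from the data; inconclusive = only one of the two criteria met; inactive = neither criterion met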;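 note: 0% = median of neutral control wells and 100% = no fluorescence left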
Target sequence (P55212 24-179 limits assumed): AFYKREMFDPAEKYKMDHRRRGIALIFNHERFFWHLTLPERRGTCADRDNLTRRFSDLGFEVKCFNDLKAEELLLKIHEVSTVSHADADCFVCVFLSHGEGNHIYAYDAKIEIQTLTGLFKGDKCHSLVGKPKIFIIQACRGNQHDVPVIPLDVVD
Target sequence (P55212 194-293 limits assumed): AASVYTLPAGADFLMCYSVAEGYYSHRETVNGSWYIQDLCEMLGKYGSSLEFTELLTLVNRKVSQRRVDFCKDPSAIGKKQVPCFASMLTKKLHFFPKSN
Starred values were filed as active, the others as inactive; ? = inconclusive; . = no result given; & = joins results of further samples.

Sequence of screens – DENV2 CPE, Xi reactivation, RAD54 branch, E-sel inducer, RAD52 anneal inh, CASP6 VEID inh, INS-1E GSIS act, F508del corr
> COc1ccccc1NC(=O)CSc1nnc(Cc2ccccc2)o1
    9, ., 1, ., -6, 1, ., -1.8
> O=C(NCCCN1CCCCC1)C1CCCN(c2ncnc3c2nc2n3CCCCC2)C1 (centres undefined)
    -2, 0.0, 0, ., -13, -12, -3, -3.0
> C[C@H](CO)N1C[C@H](C)[C@@H](CN(C)CC2CCCCC2)OCCCC[C@H](C)Oc2ccc(NC(=O)C3CCCCC3)cc2C1=O
    -6, -1.1, 5, 0.3, 1, 1, 3, -0.5
> Cc1ccc(NC(=O)CCn2ccc([N+](=O)[O-])n2)nc1
    4, 0.3, ., ., -18, -1, 10, .
> Cc1cc(O)c(C(C[N+](=O)[O-])c2ccc(Cl)cc2Cl)c(=O)o1 (centres undefined)
    ., ., 4, ., -26, 6, 20, .
> COc1ccc(NC(=O)CN2CCc3ccccc3C2)cc1OC
    -11, 0.2, -13, -1.7, -9, -2, -7, -0.1
> CS(=O)(=O)C1=NSC2=NC(=O)/C(=C\c3cccn3-c3ccccc3Cl)C(=N)N21
    5, 0.0, ., ., -94, 41*, 13, 2.8
> Cc1ccc(S(=O)(=O)N2CCCCC2CCNC(=O)C(=O)NC2CC2)cc1 (centres undefined)
    -1, -0.1, -10, -1.1, -6, 0, 13, -2.1
> CCOc1cc(N2CCOCC2)c(OCC)cc1NC(=O)c1ccccc1N1CCCC1=O
    -14, 0.1, -3, ., 3, 1, ., .
> Cc1cccc(S(=O)(=O)NNC(=O)Cc2cccn2C)c1
    -12, -0.1, ., -0.9, -14, 1, -1, 5.9
> C[C@@H]1CN([C@@H](C)CO)S(=O)(=O)c2ccc(-c3cccc(C#N)c3)cc2O[C@H]1CN(C)C(=O)c1ccc(F)cc1
    8, -1.2, -1, 0.1, 0, 0, -28, -0.4
> C[C@H]1CN([C@@H](C)CO)C(=O)Cc2cc(NC(=O)Cc3ccccc3)ccc2O[C@H]1CN(C)Cc1ccc2c(c1)OCO2
    -11, 0.1, -2, 0.0, 12, 0, -4, 1.3
> Cc1ccc(C(=O)N2CCN(C(=O)c3ccco3)CC2)cc1NC(=O)c1ccco1
    ., 0.1, ., ., -14, -3, -1, -0.2
> COc1ccc(NC(=O)Nc2ccc3c(c2)CC(=O)N([C@H](C)CO)C[C@@H](C)[C@@H](CN(C)Cc2ccc(C(=O)O)cc2)O3)cc1
    -1, 0.3, 6, -2.1, -7, 1, 12, -0.3
> CC(=O)Nc1cccc(NC(=S)Nc2cccc3ccccc23)c1
    0, 0.0, 3, 4.2, -8, 5, 0, -0.8
> C#CCNC(=O)C[C@H]1C[C@@]2(C(=O)OC)C(=C[C@H](COCc3ccccc3)O[C@@H]2C)N(Cc2ccc3c(c2)OCO3)C1=O
    -3, 0.3, ., -0.1, -35, 3, ., 2.8
> Cc1cc([N+](=O)[O-])nn1CC(=O)Nc1ccc(F)cc1
    6, 0.2, 1, 0.0, 7, -1, -10, -0.5
> O=C(Cc1ccncc1)NCC[C@@H]1CC[C@H](NC(=O)Nc2cccc(F)c2)[C@H](CO)O1
    3, -0.1, -4, 0.2, -30, -5, 4, 0.9
> O=C(O)c1ccc(/C=N/NC(=O)C(O)(c2ccccc2)c2ccccc2)cc1
    0, 0.1, -9, 0.0, -3, -3, -2, 2.3
> COc1ccc2c3c([nH]c2c1)[C@@H](CO)N(C(=O)c1cccnc1)CC31CN(Cc2cccnc2)C1
    8, 0.2, ., -0.3, 7, 0, 9, -3.2
> CCc1c(C2CC2)ncn1Cc1cccc(-c2ccccc2)c1
    20*, 0.1, ., 0.0, 78*, -26, -6, -1.0
> C[C@@H]1CN([C@@H](C)CO)C(=O)c2cccc(N(C)C)c2O[C@@H]1CN(C)S(C)(=O)=O
    2, -0.8, -4, 0.0, -7, 4, -5, 0.7
> CS(=O)(=O)N1[C@@H]2c3cccc(=O)n3C[C@H]1[C@H](CO)[C@H]2C(=O)NCc1ccccc1
    4, 0.0, 12, 1.3, 8, -1, 5, .
> CO[C@@H]1CC[C@H]2CCN(C)C(=O)C[C@@H](c3ccccc3)CN(C)C(=O)c3cccc(C#N)c3OC[C@H]1O2
    -1, 0.0, 2, 0.1, 8, -2, 3, .
> Cc1oc(-c2ccccc2F)nc1CS(=O)CC(=O)NCCN1CCCCC1C (centres undefined)
    -8, -0.1, -4, ., -19, -19, 2, -1.1
> O=C(C[C@H]1C[C@H]2c3cc(NC(=O)C4CCC4)ccc3O[C@H]2[C@H](CO)O1)NCCN1CCCCC1
    2, 0.1, -2, -0.3, -9, -4, 7, 0.9
> CCNS(=O)(=O)c1ccc(CCC(=O)NCCC2=CCCCC2)cc1
    -2, 0.5, ., -0.1, -3, 3, ., .
> COCCCNC(=O)C(=O)Nc1cc2c3c(c1)CCC(=O)N3CCC2
    7, 0.4, 8, ., -12, 1, 5, 0.5
> COc1ccc(S(=O)(=O)NCCSCc2ccco2)cc1C
    ., ., ., ., -37, 12, -32, -2.5
> COC(=O)C1=C(C)N(Cc2ccc(F)cc2)C(=S)NC1c1ccc(Cl)cc1 (centres undefined)
    1, 0.2, ., -0.2, -6, -1, -3, 3.5
> CCOc1ccc(NC(=O)Cn2c(=O)oc3cc(Cl)ccc32)cc1
    -5, 0.2, 6, 0.1, -15, ., -20, 4.4
> COc1cccc(NC(=O)CN(C)C(C)C(=O)Nc2ccc(C#N)cc2)c1 (centres undefined)
    ., 0.0, ., 4.6, -25, 2, -1, 2.8
> C=CCOc1cccc(C2NC(=O)c3ccccc3O2)c1 (centres undefined)
    -6, 0.0, -8, -2.3, -6, 9, -6, -1.6
> CCCNC(=O)N1CC(=O)N2[C@H](C1)[C@H](c1ccc(-c3ccc(F)cc3)cc1)[C@@H]2CO
    7, 0.0, ., -0.1, -6, 1, -19, -0.4
> COc1ccc(S(=O)(=O)N(C)C[C@H]2Oc3ccc(NC(=O)NC(C)C)cc3CC(=O)N([C@H](C)CO)C[C@H]2C)cc1
    4, 0.1, 0, 0.0, 20, 1, -1, -4.3
> CCn1cc(CN2CCc3c([nH]c4ccccc34)C2c2cccc(OC)c2)c(C)n1 (centres undefined)
    ., 0.0, ., ., -12, 2, -1, -4.0
> COc1cc2c(cc1OC)CN(Cc1cc(=O)n3c(-c4ccccc4)csc3n1)CC2
    -5, 0.0, ., 0.6, -41, 20, 7, 1.8
> Cc1ccc(C(=O)N2CCCC(Nc3ccc(F)cc3)C2)cc1C (centres undefined)
    10, 0.2, -6, 0.0, 8, -1, -21, 0.0
> COc1ccc(S(=O)(=O)N(C)C[C@H]2Oc3ccc(NS(=O)(=O)c4c(C)noc4C)cc3C(=O)N([C@H](C)CO)C[C@@H]2C)cc1
    -14, -1.1&0.0, 4, 0.9&-0.5, 2&-18, 3&-2, -3&-16, -2.0&0.0
> CC(C)(O)CN(C(=O)C(c1ccccc1)c1ccccc1)C1CCCCC1
    -12, 0.2, ., -0.5, -5, 2, -11, 3.8
> Cc1ccccc1N=Cc1c(O)n(-c2nccs2)c(=O)c2ccccc12
    -1, 0.1, -6, 0.0, -25, 1, -4, .
> Cc1nc(=O)c(-c2ccccc2)c(C)n1Cc1ccccc1
    1, ., 1, ., -5, -4, 4, -1.8
> CC(=O)COc1ccc2c(c1C)O/C(=C\c1ccco1)C2=O
    -3, 0.2, -5, ., -42, 18, 2, -0.8
> CCCNC(=O)C[C@@H]1C[C@H]2c3cc(NC(=O)Nc4ccccc4)ccc3O[C@H]2[C@@H](CO)O1
    4, 0.0, -5, 0.0, ., ., 10, 3.8
> CCCc1cc(=O)[nH]c(SC/C=C/c2ccccc2)n1
    -6, 0.0, -1, ., -7, -1, ., 2.1
> C[C@H](CO)N1C[C@H](C)[C@H](CN(C)C(=O)c2ccncc2)OCCCC[C@H](C)Oc2ccc(NC(=O)Cc3ccccc3)cc2C1=O
    12, 0.2, 15, ., 0, 3, -6, -2.0
> C[C@@H]1CN([C@H](C)CO)C(=O)c2cc(NS(=O)(=O)c3ccccc3)ccc2O[C@@H](C)CCCCO[C@@H]1CN(C)S(=O)(=O)c1ccccc1
    -2, 0.2, 5, ?, -18, 1, -14, 3.0
> CCCN1[C@H](C(=O)NCC)[C@@H](CO)[C@@H]2Cn3c(ccc(C4=CCCC4)c3=O)[C@@H]21
    6, 0.3, -3, -0.4, ., ., 4, 0.1
> O=C(CCNC(=O)c1ccccc1)Nc1ccc(F)c(Cl)c1
    4, 0.0, ., ., -13, -1, -11, 0.6
> N#Cc1ccc(OCC(=O)Nc2nc(-c3ccncc3)cs2)cc1
    -4, 0.0, -6, -0.2, -1, 1, 16, -1.4
> COc1ccc(NC(=O)N(C)C[C@H]2Oc3c(NS(C)(=O)=O)cccc3C(=O)N([C@@H](C)CO)C[C@@H]2C)cc1
    10, 0.0, 6, ., 13, -1, 12, -0.1
> COc1ccc(-c2[nH]ncc2CN(C)Cc2cnccn2)c(OC)c1
    1, 0.3, 2, -0.1, -8, 0, -12, 0.5
> CC(C)CNC(=O)c1ccc2c(c1)C(=O)N(C1CCCCC1)C2=O
    ?, 0.1, 1, ., -1, -2, 4, -0.9
> O=C(Cc1ccc(F)cc1)Nc1ccc(Cl)cn1
    -6, 0.1, 0, -0.2, -4, -1, -6, -1.4
> Cc1ccc(OC(=O)CCS(=O)(=O)c2ccc(C)cc2)cc1
    -7, 0.3, -10, ., -11, 0, -7, 2.3
> CCc1ccccc1NC(=O)CN(c1ccc(OC)cc1OC)S(=O)(=O)c1ccccc1[N+](=O)[O-]
    0, 0.0, ., ., -10, -3, -8, 2.4
> Cc1ccccc1S(=O)(=O)N1C[C@H]2CON(C)[C@H]2C[C@H]1c1cccc(-c2ccc(C#N)cc2)c1
    8, 0.2, 5, ., -12, -1, 2, 0.6
> C[C@@H]1CN([C@H](C)CO)C(=O)c2cccc(NC(=O)c3cnccn3)c2O[C@@H]1CN(C)CC1CC1
    -3, 0.3, 1, -11, -35, -6, 20, 0.0
> O=C1CN(C(=O)COc2ccc(Br)cc2Br)c2ccccc2N1
    7, 0.1, ., ., -31, 3, 8, 0.8
> COc1ccc(C)cc1NC(=O)CSc1ccc(Cl)cc1
    -2, 0.4, ., 0.0, -17, 3, -6, 1.0

Additional compounds
Sequence of screens – DENV2 CPE, Xi reactivation, RAD54 branch, E-sel inducer, RAD52 anneal inh, CASP6 VEID inh, INS-1E GSIS act, F508del corr
> C[C@@H]1CN([C@@H](C)CO)C(=O)Cc2cc(NC(=O)Nc3cccc4ccccc34)ccc2O[C@H]1CN(C)Cc1ccc(C(F)(F)F)cc1
    14, 0.2, 0, ., 27, -2, -8, 2.9
> Cc1ccccc1-c1ccc(C2[C@@H]3CN(C(=O)c4ccc(F)cc4)C[C@H]2N3)cc1 (some centres undefined)
    -4&3, 0.0&0.0, ., -0.2&-0.1, 36&49, 4&3, -12&1, 2.5&0.1
> Nc1nonc1C(=O)N/N=C/c1ccc(-c2ccc(Cl)c(C(=O)O)c2)o1
    -1, 0.2, ., ., -18, 22, 0, -0.4
> Cc1ccsc1C1C(C#N)=C(N)Oc2n[nH]c(C)c21 (centres undefined)
    4, -0.1, 8, ., -18, ., -16, -0.2
> S=C1SCN(CC2CC2)CN1CC1CC1
    15, -0.1, ., ., -9, -5, -7, -7.5
